RTF Ca sens act: increases calcium sensitivity of human cardiac regulated thin filaments; P19429+P45379; IANBD-labeled TnC RTF fluorescence at EC20 calcium; 0% EC20 calcium, 100% full calcium; activation, % at 7.2 µM; hit rate 0.24% among 340,000; AID 493008;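 active = activation above the mean over all tested compounds plus 3 SD, cut at about 30% in these data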;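 also: rise in fluorescence read as greater calcium sensitivity of cardiac thin filaments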
Pemphigus Ab inh: inhibitors of pemphigus antibody binding to human desmoglein-3 | P32926 | DSG3-coupled beads, scFv-anti-DSG3-GFP binding, flow cytometry; active compounds read low | binding (percent of control), % at 10 µM | hit rate 0.48% among 310,000 | AID 588358;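 active = binding more than 3 SD below its plate's average and above zero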;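 also: hits lower antibody fragment binding to DSG3; some compounds called inactive have numbers as strong as hits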
Target sequence (P32926 whole entry, looked up, the tested form may be a part): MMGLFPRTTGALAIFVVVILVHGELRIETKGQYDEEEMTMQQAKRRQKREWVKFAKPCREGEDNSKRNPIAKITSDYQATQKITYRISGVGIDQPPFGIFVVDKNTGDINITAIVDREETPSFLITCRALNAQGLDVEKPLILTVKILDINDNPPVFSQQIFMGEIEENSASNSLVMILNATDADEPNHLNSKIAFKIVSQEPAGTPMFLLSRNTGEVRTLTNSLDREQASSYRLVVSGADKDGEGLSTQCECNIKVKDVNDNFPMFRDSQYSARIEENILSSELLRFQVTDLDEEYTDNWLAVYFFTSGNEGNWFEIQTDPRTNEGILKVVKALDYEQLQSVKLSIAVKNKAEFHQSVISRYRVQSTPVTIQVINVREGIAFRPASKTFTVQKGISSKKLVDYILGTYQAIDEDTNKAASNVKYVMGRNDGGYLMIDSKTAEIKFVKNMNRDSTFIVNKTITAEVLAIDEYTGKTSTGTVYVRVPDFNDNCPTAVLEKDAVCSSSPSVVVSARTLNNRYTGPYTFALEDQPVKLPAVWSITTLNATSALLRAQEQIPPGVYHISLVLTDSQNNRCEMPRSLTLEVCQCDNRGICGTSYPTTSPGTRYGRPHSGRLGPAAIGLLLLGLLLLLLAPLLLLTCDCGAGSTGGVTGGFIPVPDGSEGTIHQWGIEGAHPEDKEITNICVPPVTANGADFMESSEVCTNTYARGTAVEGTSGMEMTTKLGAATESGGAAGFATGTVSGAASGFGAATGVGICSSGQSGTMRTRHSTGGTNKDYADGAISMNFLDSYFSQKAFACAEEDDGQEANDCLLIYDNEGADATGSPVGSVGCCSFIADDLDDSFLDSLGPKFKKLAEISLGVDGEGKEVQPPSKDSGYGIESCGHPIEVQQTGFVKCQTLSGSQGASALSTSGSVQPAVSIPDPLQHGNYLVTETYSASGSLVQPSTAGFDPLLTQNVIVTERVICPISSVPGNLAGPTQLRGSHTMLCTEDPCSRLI
LANA DNA inh: KSHV C-LANA DNA binding inhibition. MBP-C-LANA/FAM-LBS DNA binding, fluorescence polarization. inhibition, % at 9 µM. hit rate 0.078% among 340,000;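 active = highest replicate inhibition at or above 60% at 9 µM, even if other replicates fall short; inactive = all replicates below 60% inhibition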;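 also: 0% = neutral control wells and 100% = 4 µM acridine orange control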
MOR-DOR inv ag: inverse agonists of human mu-delta opioid receptor heterodimerization. P35372+P41143. cell-based MOR-DOR heterodimer luminescence, inverse agonism. inhibition, % at 9.3 µM. hit rate 0.21% among 340,000. AID 504357; in the data active = inhibition above about 22%, passing the limit was not always enough;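 also: 0% = cells with DMSO and 100% = wells without cells with DMSO; values of inactives mirror those of a sister screen read the other way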
Wnt act: activators of Wnt/beta-catenin signaling; Wnt/beta-catenin reporter cell assay, activator, plate reader; activation, % at 9.35 µM; hit rate 1.2% among 300,000; in the data active = activation above about 30%, passing the limit was not always enough;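 also: 0% = neutral control wells and 100% = positive control wells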
Cardiac RTF inh: cardiac RTF calcium desensitization | P19429+P45379 | IANBD-labeled cardiac RTF, Ca2+ fluorescence | inhibition, % at 7.15 µM | hit rate 0.12% among 340,000;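 active = inhibition above the mean inhibition of all tested compounds plus 3 SD, cut at about 17% in these data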;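 also: assay run at fixed EC70 calcium of 1.6 mM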
Arr AP2 block: blocks beta-arrestin peptide binding to AP2 adaptin. FITC-arrestin peptide / GST-AP2 beads, flow cytometry; AP2 beta2 appendage carries R879A mutation. inhibition, % at 10 µM. hit rate 0.31% among 340,000. AID 504490;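 active = inhibition above a set limit, near 3 SD of compounds lacking own fluorescence, cut at about 54% in these data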;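 also: plate controls were DMSO wells for no effect and 5 µM unlabelled arrestin peptide for full effect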
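System: GST-AP2 R879A bound to glutathione beads, E. coli-expressed. Also added: 50 nM FITC-arrestin peptide. Schedule: compound with beads 12 min RT, then probe 1 h RT. Signal: bead flow cytometry, FITC channel. Read-out basis: percent response.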
Keap1 Nrf2 FP: disrupts human Keap1 binding to Nrf2 peptide | Keap1 Kelch-Nrf2 peptide fluorescence polarization, 1536-well | inhibition, % at 9.4 µM | hit rate 0.15% among 340,000 | AID 504523; in the data active = inhibition above about 12%;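 also: human Keap1 Kelch domain with fluorescein labeled Nrf2 9mer peptide probe; 0% = neutral control wells and 100% = peptide positive control; higher means more block of Keap1 binding to Nrf2 peptide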
V-ATPase pH: yeast V-ATPase proton transport regulation by pHLuorin | response, % at 10 µM | S. cerevisiae, pHLuorin cytosolic pH fluorescence | hit rate 0.37% among 350,000; in the data active = response mostly above about 7.3%, no sharp cut-off; inactive = mostly below about 5.4%; also: actives read high; inactives centre near 0; some compounds called inactive have numbers as strong as hits; reference of the scale not given here
MOR-DOR ag: agonists of human mu-delta opioid receptor heterodimerization. cells, OPRM1-OPRD1 heterodimerization, luminescence. hit rate 0.3% among 340,000. activation, % at 9.3 µM. AID 504326; in the data active = activation above about 18%;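 also: 0% = vehicle-treated cells and 100% = reference agonist; values of inactives mirror those of a sister screen read the other way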
Active calls of the source: *; . = no result given; & = joins results of further samples. Outcome played no part in choosing rows; any-hit rate near 3.1%.

SMILES	RTF Ca sens act	Pemphigus Ab inh	LANA DNA inh	MOR-DOR inv ag	Wnt act	Cardiac RTF inh	Arr AP2 block	Keap1 Nrf2 FP	V-ATPase pH	MOR-DOR ag
CCOc1ccc2c(c1)C(=O)c1cc(OCC(=O)O)ccc1-2	-3	102	-0.1	16	9	-6	-17	-6	5	-2.8
O=C(C1=C(O)C(=O)N(CC2CCCO2)C1c1cccnc1)c1ccco1 (centres undefined)	-4	96	-1.8	8	-5	-6	1	0	-4	-1.3
O=C(CCc1nnc(CCCc2ccccc2)o1)NCCN1CCOC1=O	-5	105	0.4	13	-1	4	-5	4	-1	-1.9
CC1CCN(C(=O)CCNC(=O)c2ccccc2Cl)CC1	-3	106	1.0	4	2	-4	2	-2	-1	-0.7
CC(=O)N/C(=C\c1ccccc1)C(=O)OCCCOC(=O)/C(=C/c1ccccc1)NC(C)=O	-8	110	0.2	13	4	9	0	1	2	-2.5
CCOC(=O)CN1C(=O)C(CC)Oc2ccccc21 (centres undefined)	3	113	2.1	10	-4	0	-5	6	-4	-1.9
COc1cc2[nH]cc(C(=O)NCc3cccs3)c(=O)c2cc1OC	8	96	0.2	-20	.	-4	10	-3	-2	3.6
Cc1nc(N2CCCCC2C)c2c(C)c(C(=O)Nc3ccccc3C(F)(F)F)sc2n1 (centres undefined)	0	183	1.2	-37	-3	-8	-5	-3	-1	5.3
O=C(NCC1CCCO1)NC1(C(F)(F)F)Oc2ccccc2O1 (centres undefined)	-2	.	-2.0	7	-5	3	30	-1	1	-1.1
COc1ccc(N2CC(C(=O)N3CCN(C(=O)c4ccco4)CC3)CC2=O)cc1 (centres undefined)	-3	116	0.1	-4	-2	-12	27	-1	-2	0.6
CC1CCN(C(=O)CCCl)c2ccccc21 (centres undefined)	-12	89	-0.4	7	0	-3	28	-1	7	-1.4
Cc1ccc(CNC(=O)c2cccnc2Sc2cccc(Cl)c2)cc1	.	97	-0.7	.	5	.	4	2	-1	.
Cc1cccc(NC(=S)NCCN(C2CCCCC2)C2CCCC2)c1	-1	90	-0.8	-8	-2	-1	11	-3	3	1.6
COC(=O)c1ccccc1NC(=O)CSc1nc(N)cc(=O)[nH]1	15	56*	3.2	-10	1	-14	1	-5	2	2.1
CC[C@@H](C)[C@H](NC(=O)Cc1c(C)c2c(cc(C)c3c(C)coc32)oc1=O)C(=O)O	-1	97	-1.7	16	1	-8	4	-6	5	-3.6
CC(C)(C)NC(=O)COC(=O)c1nsc(Cl)c1Cl	-4	.	0.2	0	-2	-3	0	-3	-5	0.0
CCc1noc(C)c1C(=O)N(C)CC(=O)Nc1ccc(Br)cc1C	0	105	-0.3	-4	2	0	1	-3	0	0.6
Cc1ccc(OCC(=O)N2CCN(S(=O)(=O)c3ccc(Cl)s3)CC2)cc1C	3	103	-0.6	-12	-5	5	27	0	2	2.8
O=C(c1cccc(S(=O)(=O)N2CCOCC2)c1)N(Cc1ccc(F)cc1)Cc1ccco1	3	99	0.7	15	0	2	-2	0	-3	-2.8
Cc1nn(-c2ccc(N3CCCCC3)nn2)c(C)c1CCC(=O)Nc1ccc(F)c(F)c1	-2	.	.	1	14	7	8	-4	-4	-0.2
O=C(Cc1ccsc1)NCC(=O)Nc1ccccc1Br	0	.	-0.4	13	0	3	-6	-2	3	-3.3
COc1ccc(N(CC(=O)NCc2ccccc2)C(=O)Cn2nnc(-c3ccccc3F)n2)cc1OC	2	104	-0.3	21	9	5	-13	4	-2	-4.2
O=C(CNC(=O)c1ccco1)OCc1ccc(Cl)cc1	2	98	-2.2	6	.	-5	9	-4	0	-1.0
O=[N+]([O-])c1ccc2c(c1)nnn2-c1ccccc1	9	115	-2.4	1	3	5	36	-4	-4	-0.2
CCOc1ccc(C2C3=C(CCCC3=O)N(CC(=O)O)C3=C2C(=O)CCC3)cc1	-3	109	1.5	-2	0	1	16	-1	5	0.3

Reprinted from the part before: 3 compounds, followed by the next part.
SMILES	RTF Ca sens act	Pemphigus Ab inh	LANA DNA inh	MOR-DOR inv ag	Wnt act	Cardiac RTF inh	Arr AP2 block	Keap1 Nrf2 FP	V-ATPase pH	MOR-DOR ag
O=C(CNC(=O)c1ccco1)OCc1ccc(Cl)cc1	2	98	-2.2	6	.	-5	9	-4	0	-1.0
O=[N+]([O-])c1ccc2c(c1)nnn2-c1ccccc1	9	115	-2.4	1	3	5	36	-4	-4	-0.2
CCOc1ccc(C2C3=C(CCCC3=O)N(CC(=O)O)C3=C2C(=O)CCC3)cc1	-3	109	1.5	-2	0	1	16	-1	5	0.3
COC(=O)c1ccc(CSc2nnc3ccccn23)o1	0	85	2.4	-7	.	-4	1	-4	2	1.1
O=C1c2cccnc2C(=O)N1c1ccccc1-c1ccccc1	3	99	-1.4	-3	.	3	17	2	-5	0.5
Cc1cc2n(n1)C(c1cn(-c3ccccc3)nc1C)Nc1c(C)cccc1-2 (centres undefined)	1	105	-1.4	16	.	-3	0	-3	1	-3.8
O=S(=O)(NCc1cn2ccccc2n1)c1cccs1	0	89	2.5	-2	22	-8	2	3	-2	0.4
CCCCC(=O)Nc1ccc(NC(=O)c2ccc(C)c([N+](=O)[O-])c2)cc1OC	3	125	-1.5	9	.	-3	-13	-2	0	-1.6
O=C(CN1CCN(Cc2ccccc2)CC1)c1c[nH]c2ccccc12	4	97	0.9	10	-5	-6	-5	-3	1	-1.8
Cn1nc(C(F)(F)F)cc1Oc1ncc(C(F)(F)F)cc1Cl	2	80	0.1	17	-2	-4	-13	-2	-5	-3.3
NC1=NS(=O)(=O)NC1c1ccc(Br)cc1 (centres undefined)	4	102	1.7	9	-2	2	11	0	0	-1.5
Cc1ccc(C(=O)CSc2nnc(COc3ccccc3)o2)cc1	13	52	0.2	-1	1	-7	-8	-6	0	0.2
Cc1ccnc(NC(=O)CCC(=O)N(CC(=O)NC2CCCCC2)CC2CCCO2)c1 (centres undefined)	2	101	0.8	0	.	-7	-1	2	0	0.0
COc1ccc(C2=NN(C)C(=NCc3ccccc3)SC2)cc1	-3	103	-1.0	-5	7	1	-1	0	0	1.0
COc1ccc2[nH]c(C)c(CCNC(=S)Nc3ccc(F)cc3)c2c1	11	102	0.7	15	-5	0	23	-4	0	-3.1
COC(=O)c1c(NC(=O)CCNCc2ccco2)sc2c1CCC2	-3	86	-1.8	5	-1	3	24	0	-4	-1.0
CC(=O)Nc1ccc(S(=O)(=O)N/N=C/c2ccc(C)s2)cc1	6	.	-0.1	-7	30	-3	3	-3	6	1.4
CCOc1ccc(N(CC(=O)NCC(C)C)S(C)(=O)=O)cc1	5	104	-0.3	3	.	-3	6	-2	-4	-0.5
CCc1sc(N(C(=O)Cc2ccccc2)c2ccccc2F)nc1-c1ccc(C)cc1	-1	93	0.6	8	-7	-6	-6	3	1	-1.3
CCOc1ccc(CCNC(=O)c2ccc(CS(=O)Cc3ccccc3Cl)o2)cc1 (centres undefined)	-5	.	-2.3	19	2	-5	27	0	-4	-3.7
O=C(Nc1ccc(S(=O)(=O)NC2CCCCC2)cc1)c1ccco1	7	109	1.8	-16	-2	0	-4	-5	1	2.7
O=C(NCC1CCCO1)c1ccc(NC(=O)C2CCCCC2C(=O)O)cc1 (centres undefined)	-4	.	0.6	5	0	-9	-1	-4	-1	-1.3
O=C1c2ccccc2C(=O)c2c1cccc2N1CCN(C/C=C/c2ccccc2)CC1	-2	97	3.0	17	-3	-1	-5	0	1	-3.2
COC(=O)c1ccc(COc2ccc(/C=N/Nc3nc(C)cc(=O)[nH]3)cc2)cc1	-2	95	-1.2	13	7	-4	-9	-5	-4	-2.6
CCOC(=O)c1oc2ccccc2c1NC(=O)c1cc(OC)cc(OC)c1	-8	94	-0.6	10	-1	2	1	0	1	-1.9
CCN(CC)c1ccc(NS(=O)(=O)c2cn(C)c(=O)n(C)c2=O)c(C)c1	3	94	1.1	3	-1	0	11	-2	-3	-0.6
CCCN=C1N(CC)C[C@@H]2[C@@H]3C(=O)N(Cc4ccccc4)C(=O)[C@@H]3[C@](Cc3ccccc3)(C(=O)OC)N12	0	105	1.3	10	-2	-8	-7	-1	3	-2.1
COCCn1c(=S)[nH]c2cc(C(=O)N3CCN(Cc4ccc5c(c4)OCO5)CC3)ccc2c1=O	4	103	-1.0	-2	-6	-9	1	1	2	0.5
More entries follow:
SMILES	RTF Ca sens act	Pemphigus Ab inh	LANA DNA inh	MOR-DOR inv ag	Wnt act	Cardiac RTF inh	Arr AP2 block	Keap1 Nrf2 FP	V-ATPase pH	MOR-DOR ag
O=C(O)CSc1cccc2cccnc12	8&4	105	1.7&0.4	-15&3	-6&-4	-3&-12	-10&-3	-7&-3	4&0	2.7&-0.6
COc1ccc(CCNC(=O)CNC(=O)c2ccc3c(c2)OCO3)cc1OC	-3	98	1.2	4	-2	0	18	5	-3	-0.8
COC(=O)c1cc(=O)n(Cc2ccc3c(c2)OCO3)c(=Nc2ccc(F)c(Cl)c2)s1	0	103	-1.3	3	-2	-9	1	-1	-3	-0.6
Cc1ccc(NC(=O)c2ccco2)c(NC(=O)CN2C(=O)c3ccccc3C2=O)c1	-3	103	-1.3	13	.	-3	-7	-1	1	-2.4
CC(=O)OC1CCC2(C)C(=CCC3C2CCC2(C)C3CC3OC4(CCC(C)CN4)C(C)C32)C1 (centres undefined)	4	101	1.6	9	0	-6	-6	1	2	-1.8
CCN1C(=O)[C@H]2[C@@H](c3ccc(-c4cccc(Cl)c4)c(OC)c3)N3CCCC[C@@]3(C(=O)OC)[C@H]2C1=O	3	103	0.4	-5	-15	2	-3	-4	2	0.8
CC(C)(O)c1cc2ccc(C#Cc3ccsc3)cc2c(=O)o1	-7	101	0.6	-8	29	-3	9	0	-4	1.4
COc1ccc(-c2csc3ncnc(Cl)c23)cc1	1	117	-0.2	3	-1	-6	-6	4	1	-0.6
CC(C)(C)c1nc2scc(-c3cccs3)c2c(=O)o1	1	108	0.4	2	.	-1	-6	-4	6	-0.5
CCCCNC(=O)CCn1c(=O)c2ccccc2n(Cc2ccc(F)cc2)c1=O	-1	98	0.7	8	-3	-1	-5	-1	2	-1.4
Cc1cc(C)c2nc(NNC(=O)c3cc(-c4cccs4)nc4ccccc34)sc2c1	-6	95	-0.1	-47	-3	-11	6	2	-3	9.2
O=C1c2ccccc2C(=O)N1COc1ccc(S(=O)(=O)N2CCOCC2)cc1[N+](=O)[O-]	-5	110	-1.7	13	-2	-36	-5	-2	6	-2.4
Cc1nn(-c2ccc(F)cc2)c(N)c1C1(O)C(=O)Nc2ccccc21 (centres undefined)	0	109	0.8	9	4	-15	2	4	1	-1.7
Cc1nn(Cc2ccc(Cl)cc2)c(C)c1N	-2	105	0.4	10	-4	-9	8	-1	-3	-2.0
CCC(C)C(=O)Nc1nc(C)c(-c2csc(Nc3cc(OC)ccc3OC)n2)s1 (centres undefined)	1	110	-0.3	-21	-7	-2	2	-2	2	3.6
Cc1ccc(C)c(N2CCN(C(=O)CCS(=O)(=O)c3ccc4c(c3)CCN4C(=O)C3CC3)CC2)c1	2	105	-0.8	13	2	-9	12	1	5	-2.5
O=C(CN1C(=O)/C(=C/c2ccccc2)SC1=S)N1CCN(CCc2ccccn2)CC1	1	.	-0.3	14	-2	-4	1	-4	1	-2.8

Screening results deposited in PubChem BioAssay by several laboratories.
